Source: PubChem
ROC1-CUL1 inh: human ROC1-CUL1 E3 ligase inhibition; P62877+Q13616; in vitro K48 di-Ub FRET, acceptor:donor ratio, 45 min; actives 0.6% (n = 140,000); AID 1347404; inhibition, % at 10 µM; in the data active = inhibition above about 25%
Target sequence (P62877 whole entry, looked up): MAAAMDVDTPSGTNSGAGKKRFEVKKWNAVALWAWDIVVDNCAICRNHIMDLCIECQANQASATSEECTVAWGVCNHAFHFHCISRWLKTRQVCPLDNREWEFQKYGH
Target sequence (Q13616 whole entry, looked up): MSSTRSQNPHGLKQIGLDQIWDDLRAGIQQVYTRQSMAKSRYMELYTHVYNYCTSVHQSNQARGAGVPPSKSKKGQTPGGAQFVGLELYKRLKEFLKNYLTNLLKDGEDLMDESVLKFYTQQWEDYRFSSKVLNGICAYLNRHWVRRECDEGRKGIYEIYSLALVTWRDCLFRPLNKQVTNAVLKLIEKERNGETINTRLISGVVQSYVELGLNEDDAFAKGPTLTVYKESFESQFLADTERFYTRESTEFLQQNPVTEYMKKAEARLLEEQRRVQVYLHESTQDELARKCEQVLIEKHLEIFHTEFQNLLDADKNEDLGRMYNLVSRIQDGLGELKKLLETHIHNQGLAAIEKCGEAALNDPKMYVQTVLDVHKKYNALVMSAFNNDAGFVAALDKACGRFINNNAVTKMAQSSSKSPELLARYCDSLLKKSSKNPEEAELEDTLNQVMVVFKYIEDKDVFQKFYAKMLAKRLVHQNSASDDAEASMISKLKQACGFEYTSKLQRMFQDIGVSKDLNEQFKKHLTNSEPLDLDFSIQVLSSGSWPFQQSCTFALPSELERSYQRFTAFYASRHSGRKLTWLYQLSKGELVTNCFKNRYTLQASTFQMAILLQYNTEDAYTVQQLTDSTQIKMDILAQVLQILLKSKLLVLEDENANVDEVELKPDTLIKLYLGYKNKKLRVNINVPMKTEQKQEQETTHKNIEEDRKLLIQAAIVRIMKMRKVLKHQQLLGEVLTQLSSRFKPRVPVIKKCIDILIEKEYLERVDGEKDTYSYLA
* = called active by the depositor. These rows are one share of the data, so the mix of outcomes need not match the whole.

SMILES	ROC1-CUL1 inh
CN(C)c1ncc2c(n1)CCCC2NCc1cccn1-c1cccnc1 (stereo not drawn)	-7
CCOC(=O)c1cc(-c2ccccc2)n(-c2cccc(C(=O)Nc3ccc(OCC)cc3)c2)c1C	-13
CCOC(=O)Nc1nc(C)c(C(=O)c2ccccc2)s1	-8
Cc1ccc2oc(C(=O)N(Cc3ccc(N(C)C)cc3)CC3CCCO3)c(C)c2c1 (stereo not drawn)	6
Cc1c(Br)cc(C(=O)NNc2ccccc2)c(C)c1C	-5
Cc1c(C(=O)N2CCCC2)oc2c1-c1nn(CC(=O)NCc3ccccc3Br)cc1CC2	1
O=S(=O)(Nc1ccc(-c2cn3cccnc3n2)cc1)c1ccccc1	-3
COc1ccc(CNS(=O)(=O)c2ccc(OC)c(Cl)c2Cl)cc1	2
Cn1c(SCC(=O)c2ccc3ccccc3c2)nnc1-c1ccc(NC(=O)c2ccc(F)cc2)cc1	5
Cc1cc(CC2=NC(=O)N(c3ccccc3)C2=O)c(C)n1C(C)C	3
Cc1c(Cl)c(Br)c(C(C)C)c2c1CC(C)(C)O2	1
Cc1ccc(CC2(CCC(=O)NCC(c3ccccc3)c3ccccc3)CCC(=O)N2)cc1 (stereo not drawn)	8
Cc1nc2c(c(C)c1CCC(=O)N1CCN(c3ccccc3)CC1)c(=O)n(C)c(=O)n2C	2
Cc1ccccc1N1C(=O)/C(=C/c2c(F)cccc2Cl)SC1=S	2
CCOc1ccc(N2CC(C(=O)Nc3nccs3)CC2=O)cc1 (stereo not drawn)	2
Cc1ccc(OC(=O)c2ccc([N+](=O)[O-])cc2Cl)cc1C	2
CCOC(=O)C1(Cc2ccc(F)cc2F)CCCN(C(=O)C2CC2)C1 (stereo not drawn)	3
CCOC(=O)c1c(C)oc2nc(C)nc(NCc3cccc(Cl)c3)c12	-5
O=c1cc(-c2ccccc2)c2cc(Cl)c3c(c2o1)CN(Cc1ccccc1)CO3	-1
O=S(=O)(Nc1cccc2ccccc12)c1ccc(F)cc1	-8

7 records drawn at random from the list so far:
SMILES	ROC1-CUL1 inh
Cc1ccc(OC(=O)c2ccc([N+](=O)[O-])cc2Cl)cc1C	2
O=S(=O)(Nc1ccc(-c2cn3cccnc3n2)cc1)c1ccccc1	-3
Cc1cc(CC2=NC(=O)N(c3ccccc3)C2=O)c(C)n1C(C)C	3
CCOC(=O)c1cc(-c2ccccc2)n(-c2cccc(C(=O)Nc3ccc(OCC)cc3)c2)c1C	-13
CCOC(=O)C1(Cc2ccc(F)cc2F)CCCN(C(=O)C2CC2)C1 (stereo not drawn)	3
Cc1ccc2oc(C(=O)N(Cc3ccc(N(C)C)cc3)CC3CCCO3)c(C)c2c1 (stereo not drawn)	6
Cc1c(Cl)c(Br)c(C(C)C)c2c1CC(C)(C)O2	1

Next structures follow:
SMILES	ROC1-CUL1 inh
Cc1ccc(Nc2c(-c3cccnc3)nc3ccc(Br)cn23)cc1	2
O=C(c1ccc(F)cc1)c1cc2c3c(cc(C(=O)c4ccc(F)cc4)cc3c1)CC2	6
Cc1cc(C=C2C(=O)c3ccccc3C2=O)c(C)n1-c1cccnc1	2
COc1ccc(/C=C/C(=O)O)cc1COc1ccc(Br)cc1	-1
CCc1cccc(C)c1NC(=O)CSc1nnc(C(C)NC(=O)c2cccc(C)c2)n1CC (stereo not drawn)	2
Nc1c(C(=O)Nc2ccc(F)c(Cl)c2)sc2nc(-c3ccc(F)cc3)ccc12	-1
CCOC(=O)N1CCc2c(sc3c2c(=O)n(CCc2ccccc2)c(=O)n3Cc2ccc(C)cc2C)C1	2
CCOC(=O)c1[nH]cnc1N=Nc1ccc(O)c2ccccc12	1
O=C(c1ccccc1)N1NC(c2ccccc2)=NN=C1c1ccccc1	2
Cc1ccc(C=Nc2c(N)[nH]c(=O)[nH]c2=O)cc1	-9
CCn1c(CN2CCCCC2)nc2cc(NC(=O)COc3cc(C)ccc3C(C)C)ccc21	4
CCN(CC)CC(C)CNC(=O)c1cc(-c2ccc(Br)s2)nc2ccccc12 (stereo not drawn)	1
CCOc1ccccc1N1CC(c2nc3ccccc3n2CCCOc2ccccc2)CC1=O (stereo not drawn)	1
COc1cc(NC(=O)CN2CCCC2)c(OC)cc1Cl	-4
COc1ccc(N2C(=O)CC(NCCc3ccc(Cl)cc3Cl)C2=O)cc1 (stereo not drawn)	3
CCOc1cc(CNc2ccc(OC)cc2)cc(Cl)c1OCC(=O)NC(C)(C)C	0
C=CCc1c(OC(C)=O)c2ccccc2n(C)c1=O	-5
O=C(Nc1ccc(F)c(F)c1)c1c(F)cccc1F	9
COc1ccc(NC(=O)CSc2c(C(C)C)cnc3c2c(=O)n(C)c(=O)n3C)c(OC)c1	4
Cc1ccc(-c2nc(S(=O)(=O)c3ccc(F)cc3)c(N3CCN(c4ccccc4)CC3)o2)cc1	-5

Two successive records from above, quoted:
SMILES	ROC1-CUL1 inh
COc1cc(NC(=O)CN2CCCC2)c(OC)cc1Cl	-4
COc1ccc(N2C(=O)CC(NCCc3ccc(Cl)cc3Cl)C2=O)cc1 (stereo not drawn)	3

(continued)
SMILES	ROC1-CUL1 inh
Nc1c(C(=O)c2ccc(Cl)cc2Cl)sc2nc(-c3cccs3)ccc12	-3
CC12CN3CC(C)(CN(C1)C3c1ccccc1Cl)C2O (stereo not drawn)	-3
Cc1ccc(C)c(NS(=O)(=O)c2ccc3c(c2)CCCN3C(=O)C2CCC2)c1	-1
COC(=O)c1cc2c(s1)CCC2	12
CCn1cc(/C=C/C(=O)NCc2c(C)nn(C)c2C)cn1	4
CCOc1ccc(-n2c(C)nc3c(cnn3-c3ccc(C)cc3)c2=O)cc1	-4
COc1ccccc1C(=O)Nc1ncccc1Cl	1
O=c1[nH]c(=O)n(Cc2ccccc2)c2c1CCC2	-6
CC(C)CC(C(=O)Nc1ccc(C2CCCC2)cc1)N1CCN(C)CC1 (stereo not drawn)	8
CC1=C(C(=O)OCC(C)C)C(c2ccc(Cl)cc2Cl)N2C(=O)CCSC2=N1 (stereo not drawn)	8
CCCCOc1ccc(CNC(=O)CCCN2C(=O)CSc3c2c(C)nn3-c2ccccc2)cc1	1
Cc1ccc(NC(=O)N/N=C/c2ccc(OCC(=O)O)cc2)cc1	-2
Cc1ccc(C)c(NC(=O)N2CCC(N3CCN(Cc4ccc(F)cc4)C(=O)C3=O)CC2)c1	-4
CN(CC1Cc2ccccc2O1)C(=O)CCC1(Cc2cccs2)CCC(=O)N1 (stereo not drawn)	-6
O=c1cc(C2CCN(Cc3cnc(-c4ccccc4)s3)CC2)nc[nH]1	14
C#CCOc1ccc(/C=C2/C(=O)NN(c3ccc(I)cc3)C2=O)cc1OC	17
COc1ccc(NC(=O)Cn2cnc([N+](=O)[O-])n2)cc1OC	2
C=CCNC(=O)Cc1coc2c(C)c(C)ccc12	2
CCC(C)(C)NC(=O)c1ccc(C2CCCN2C(=O)CN2CCOC2=O)s1 (stereo not drawn)	7
CC1(C)CON(Cc2ccc(N)cc2Br)C1=O	-7
CC(C(=O)Nc1ccccc1O)c1cccc(C(=O)c2ccccc2)c1 (stereo not drawn)	-2
CN1CCN(c2ccc([N+](=O)[O-])cc2C(=O)Nc2ccc(Cl)c(Cl)c2)CC1	8
N#Cc1ccc(NC(=O)COCc2cc(-c3ccco3)on2)cc1	-9
OCc1cnc(SCc2ccc(F)cc2)n1Cc1ccc(F)cc1	-7
CCCCCCCN=C1CC(=O)CC(c2ccc(OC)c(OC)c2)C1 (stereo not drawn)	-2
CCc1cccc(C)c1NC(=O)C(CC)CC	-2
CCC(C(=O)OC)n1nnc2sc(-c3ccccc3)cc2c1=O (stereo not drawn)	1
COC(=O)c1ccccc1NC(=O)COc1ccc(S(=O)(=O)NC(C)(C)C)cc1	0
Cc1c(C(=O)N2CCC(c3nc4ccccc4s3)CC2)oc2cc(Br)ccc12	-3
COCCNc1nc2nonc2nc1N1CCC(COC)C1 (stereo not drawn)	15
COc1ccc(CN2CCN(S(=O)(=O)c3ccc(NC(C)=O)cc3)CC2)c(OC)c1OC	6
COc1ccc(-c2cnnc(NCCSc3nccn3C)n2)cc1	1
Cc1ccccc1N1CCN(CCCN2C(=O)CC(=C(c3ccccc3)c3ccccc3)C2=O)CC1	11
S=c1[nH]nc(-c2ccccc2)n1/N=C/c1cccc(Br)c1	-4
O=C1CC(c2ccc3c(c2)OCO3)c2cc3c(cc2N1)OCO3 (stereo not drawn)	3
O=C(Nc1ccc(S(=O)(=O)Nc2ccc(Cl)cc2)cc1)c1ccccc1OC(F)F	2
CCn1c(=O)n(CC2CCC(C(=O)NC(C)C)CC2)c(=O)c2sccc21 (stereo not drawn)	12
CC(=O)c1ccc(NC(=O)CN2C(=O)CCc3ccccc32)cc1	2
O=C(Nc1ccc(N=Cc2cc(Cc3ccccc3)cc(Br)c2O)cc1)c1ccc(Cl)cc1Cl	0
COc1ccc(CCN2C(=O)c3oc4cc(C)cc(C)c4c(=O)c3C2c2ccccc2F)cc1OC (stereo not drawn)	2
Cc1c(Cl)cccc1NC(=O)Nc1nnc(N2CCCCCC2)s1	-2
COc1ccccc1/C=C/CN1CCNC(=O)C1CC(=O)N1CCSCC1 (stereo not drawn)	-1
Cc1nc(-c2ccccc2)cc(N2CCCCC2)n1	1
CC1CCCCC1NC(=O)c1ccco1 (stereo not drawn)	-1
CCc1nnc(NS(=O)(=O)c2ccc(NC(=O)c3ccc(F)cc3)cc2)s1	-3
Cc1sc(NC(=O)/C=C/c2ccco2)c(C(N)=O)c1C	6
CC1CCN(C(=O)Nc2cc(Cl)cc(Cl)c2)CC1	2
Cn1cc(CN2CCC[C@H]2C(N)=O)c(-c2ccccc2F)n1	-8
COc1ccccc1CNC(=O)CC(C)=O	6
CCCCC1(C)Cc2ccccc2C(=S)N1 (stereo not drawn)	1
O=C1Nc2cc(Cl)ccc2Sc2ccccc21	-6
N#Cc1nc(/C=C/c2ccc(F)cc2)oc1N1CCCCC1	-10
CCOc1ccccc1NS(=O)(=O)c1c(C(=O)OC)sc2cccc(F)c12	1
O=c1n(Cc2ccc(Cl)cc2Cl)c2cc([N+](=O)[O-])c(S(=O)(=O)O)cc2n1Cc1ccc(Cl)cc1Cl	23
CCOC(=O)C1(CC2CCCCO2)CCN(Cc2cccc(C(F)(F)F)c2)CC1 (stereo not drawn)	-3
COc1ccc(N2CCN(C(=O)C3CCN(S(=O)(=O)c4cnc[nH]4)CC3)CC2)cc1	4
N#Cc1c(SCc2ccccc2)nn(C(=O)Nc2nc(Cl)cc(Cl)n2)c1N	-3
CCOC(=O)C1=C(C)N(C)C(=S)NC1c1ccc(OC(=O)c2ccccc2)c(OC)c1 (stereo not drawn)	-1
Cc1cc(=O)[nH]c2nnc(SCC(=O)Nc3ccc(F)cc3F)n12	-15
O=C(NCC1(c2ccccc2)CCOCC1)C1(c2ccccc2)CCCC1	8
The list goes on:
SMILES	ROC1-CUL1 inh
Cc1ccc(C2CC(=O)c3cc(C(=O)O)c(=O)[nH]c3C2)cc1 (stereo not drawn)	11
Nc1nnc(CCn2c(-c3cncs3)nc3ccccc32)s1	5
CN1c2ccc(CCC#N)cc2Sc2ccc(CCC#N)cc21	3
Oc1ccc(-c2nc3ccccn3c2Nc2ccc3c(c2)OCCO3)cc1	0
CCNCc1ccc(-c2ccc(Br)cc2)o1	9
CCCCOc1cccc(NC(=O)CSc2nnc(C)s2)c1	-2
CC1(C)OC(=O)C(=Cc2cccn(C(C)(C)C)c2=S)C(=O)O1	0
CC(Oc1ccc(Cl)cc1Cl)C(=O)NC(=S)Nc1ccccc1O (stereo not drawn)	-9
COc1ccccc1N1CCN(C(c2ccc(Cl)cc2)c2nnc(-c3cccc(F)c3)o2)CC1 (stereo not drawn)	3
CCOc1cc(/C=N/Nc2nncc(-c3ccccc3OC)n2)cc(I)c1O	5
O=C(NCCCc1ccccc1)Nc1cccc(Cl)c1	-2
COCCN1C(=O)C(C(c2ccccc2Cl)N2CCN(c3ccccc3)CC2)C(=O)C=C1C (stereo not drawn)	-10
CCOC(=O)c1c(C)oc2ccc(O)c(CN(C)C)c12	8
O=C(Nc1ccc(Oc2ccccc2)nc1)C1CCN(Cc2ccccn2)CC1	-8
CC(C)(C)c1ccc(OCC(=O)NNC(=O)c2ccccc2C(=O)O)cc1	-13
Cc1ccc(S(=O)(=O)NCCN2CCN(S(=O)(=O)c3ccc(C)cc3)CC2)cc1	1
Cc1ccc2occ(CC(=O)Nc3nnc(C(C)C)s3)c2c1	6
O=C(CCN1C(=O)C2CCCCC2C1=O)N1CCc2ccccc2C1 (stereo not drawn)	5
COc1ccc(-n2ncc(C(=O)N3CCOCC3)c2C2CCN(C(=O)OC(C)(C)C)CC2)cc1	-2
O=C(O)CCC(=O)Nc1ccccc1C(=O)NCc1ccco1	4
CC(=O)Oc1cccc(/C=C2/C(=O)NN(c3ccc(F)cc3)C2=O)c1	20
O=C(O)CC(CCc1ccsc1)C(=O)O (stereo not drawn)	9
CCN(CC)C(=O)C1CCCN(C2CC(=O)N(c3ccccc3)C2=O)C1 (stereo not drawn)	-6
O=C1CC(Nc2ccc(CCO)cc2)C(=O)N1c1ccc(Cl)cc1 (stereo not drawn)	-3
CN(Cc1nc(-c2ccccc2)no1)CC1CCN(Cc2ccccc2)CC1	1
COc1ccc(S(=O)(=O)c2cn(CC(=O)Nc3ccccc3)c3ccc(Cl)cc3c2=O)cc1	-8
CCCCC(C)(C)C(=O)/C=C/[C@@H]1[C@H]2CC(=O)O[C@H]2C[C@H]1OC(=O)c1ccc(-c2ccccc2)cc1	-2
CSc1nccc(-c2cc(Cl)c3c(c2)CC(CNC(=O)CC2CC2)O3)n1 (stereo not drawn)	-1
CCCN(CCC)C(=O)C1CCCN(c2ncnc3onc(-c4ccc(F)cc4)c23)C1 (stereo not drawn)	3
COC(=O)c1c(-c2ccc(Cl)cc2)csc1NC(=O)c1ccc(C)o1	10

Shown with bars between the fields: entries from further up
Compound | ROC1-CUL1 inh
CN(Cc1nc(-c2ccccc2)no1)CC1CCN(Cc2ccccc2)CC1 | 1
O=C(O)CC(CCc1ccsc1)C(=O)O (stereo not drawn) | 9
CSc1nccc(-c2cc(Cl)c3c(c2)CC(CNC(=O)CC2CC2)O3)n1 (stereo not drawn) | -1
CCN(CC)C(=O)C1CCCN(C2CC(=O)N(c3ccccc3)C2=O)C1 (stereo not drawn) | -6
